From PubChem BioAssay
HTT aggregate: reduces HttQ103-GFP aggregates in PC12 cells; PC12 HttQ103-GFP aggregates, Acumen cytometry, 40 h; Potency, µM (doses to about 46.1 µM), for the others: top-dose activity change, negative = inhibition, usual class: inhibitors; hit rate 1.1% among 220,000; note: potency is the fitted concentration of half-maximal effect; % is set by controls: 0 for no effect and ±100 for the full control effect; nearly all actives have a fitted effect of over 60% in size
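Read-out: GFP aggregate count by laser scanning cytometer (488 nm excitation, 500-530 nm emission, 1–25 µm objects >6 SD above background). Cells: PC12, inducible HTTex1-Q103-GFP, 100 nM tebufenozide; compounds titrated.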
GAA glycogen: GAA glycogen-cleavage inhibition or activation; P10253; recombinant GAA, glycogen substrate, Amplex Red glucose oxidase fluorescence; Potency, µM (doses to about 76.4 µM), without a hit: at the highest dose activity change, negative = inhibition, most hits filed as inhibitors; hit rate 0.38% among 300,000; AID 2100;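 note: potency is the fitted concentration of half-maximal effect; 0% = full enzyme reaction and -100% = no-enzyme basal signal; the screen sought inhibitors and activators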
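Recombinant human enzyme (4 nM); glycogen substrate; 37 C, 40 min, pH 5.0. Readout: coupled glucose oxidase/Amplex Red fluorescence.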
GAA inhib: inhibitors of human lysosomal alpha-glucosidase; purified human GAA, 4-MU-alpha-glucoside fluorescence; Potency, µM (doses to about 76.9 µM), for the others: at the top dose activity change, negative = inhibition, hits mostly inhibitors; hit rate 0.005% among 200,000; AID 1466;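 note: potency is the fitted concentration of half-maximal effect; plate controls were uninhibited enzyme wells for no effect and no-enzyme background for full effect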
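Endpoint fluorogenic read: 20 min room-temperature reaction of 4 nM human alpha-glucosidase with 400 uM 4-methylumbelliferyl-alpha-D-pyranoside, pH 5.0, quenched with 1M NaOH/1M glycine pH 10. AC50 from Hill modeling.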
LMNA splice mod: LMNA splicing modulation | HeLa LMNA splicing GFP/RFP minigene ratio, 48 h | Potency, µM (series often up to 46.1 µM), inactives show top-dose ratio change, negative = inhibition, hits mostly inhibitors | hit rate 0.01% among 200,000 | AID 1487; active = well fitted inhibition curve with a large enough effect in the signal ratio, with a control signal flat, not every such curve was filed as active; inconclusive = small, poorly fitted or top-dose-only effect, or effect the other way, or a change in a side signal; the % refers to the signal ratio; note: potency is the fitted concentration of half-maximal effect; % is set by controls: 0 for no effect and ±100 for the full control effect
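Read-out is the ratio of GFP to DsRed2 object intensity, acquired by 488 nm laser-scanning cytometry on HeLa lamin A-EGFP minigene reporter cells. Compound incubation 48 hrs at 37 °C in Opti-MEM with 2% FBS; DMSO 0.5% final.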
aGlu spleen mod: lysosomal alpha-glucosidase (human) modulation; Potency, µM (doses to about 79.9 µM), without a hit: at the top dose activity change, negative = inhibition, most hits filed as inhibitors; human spleen homogenate, 4-MU-alpha-glucoside fluorescence; hit rate 0.006% among 240,000;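 note: potency is the fitted concentration of half-maximal effect; 0% = enzyme with vehicle and -100% = no enzyme basal signal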
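AC50 values come from Hill-equation fits of concentration-response data, normalized to no-enzyme and full-activity controls. Enzyme source: 1 ug human spleen homogenate; 1 mM fluorogenic 4-MU glucoside, pH 5.0 citrate buffer, 37 C, 40 min.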
CBFb RUNX1 block: blocks binding between human CBF-beta and RUNX1; Q01196+Q13951; AlphaScreen CBFb-His/RUNX1-biotin binding, biochemical; Potency, µM (titrated, usually from 59.8 µM), without a hit: top-dose activity, negative = inhibition, usual class: inhibitors; 230,000 tested, under 10 active; AID 1477; note: % of control where 0% means no effect
Target sequence (Q01196 whole entry, looked up): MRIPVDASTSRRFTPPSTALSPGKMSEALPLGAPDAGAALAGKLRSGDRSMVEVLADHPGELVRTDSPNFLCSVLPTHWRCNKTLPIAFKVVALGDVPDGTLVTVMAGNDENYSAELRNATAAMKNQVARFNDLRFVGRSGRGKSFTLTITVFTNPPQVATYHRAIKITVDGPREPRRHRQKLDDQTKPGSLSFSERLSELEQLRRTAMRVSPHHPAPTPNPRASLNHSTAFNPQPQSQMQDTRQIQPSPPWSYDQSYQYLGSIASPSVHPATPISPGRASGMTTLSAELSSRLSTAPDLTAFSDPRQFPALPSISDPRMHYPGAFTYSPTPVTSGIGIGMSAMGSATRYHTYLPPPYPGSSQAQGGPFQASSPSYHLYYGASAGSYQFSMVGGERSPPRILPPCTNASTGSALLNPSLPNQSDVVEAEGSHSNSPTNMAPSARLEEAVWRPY
Target sequence (Q13951 whole entry, looked up): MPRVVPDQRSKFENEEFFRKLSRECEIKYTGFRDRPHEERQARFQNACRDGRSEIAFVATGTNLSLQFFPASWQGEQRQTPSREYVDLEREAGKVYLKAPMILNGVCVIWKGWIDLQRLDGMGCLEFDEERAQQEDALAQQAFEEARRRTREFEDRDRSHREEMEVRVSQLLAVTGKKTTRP
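Room-temperature protein-protein interaction test with 30 nM each of His-tagged CBF-beta and biotinylated RUNX1, 15 min with compound, then 90 min with nickel plus streptavidin beads. Signal read in AlphaScreen mode.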
HTT ATP protect: cytoprotection in Huntington HTT-Q103 PC12 cell model. Potency, µM (titrated, usually from 56.4 µM), without a hit: cytoprotection (ATP increase), usual class: activators. PC12 HTT-Q103 induced, cytoprotection, ATP luminescence, 40 h. AID 1471. hit rate 0.14% among 230,000;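 note: potency is the fitted concentration of half-maximal effect; % of control where 0% means no effect; nearly all actives have a fitted effect of over 45% in size; toxic huntingtin expression switched on by the ecdysone agonist tebufenozide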
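Compounds added alongside 100 nM tebufenozide, which induces toxic Q103 huntingtin exon 1-GFP in stable PC12 cells; surviving cells quantified by luminescent ATP measurement. Medium: phenol red-free DMEM, 5% equine and 5% calf serum.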
Starred values were filed as active, the others as inactive; u = inconclusive; x = no result given; [ ] = another dose, or the depositor's remark. Unless noted, calls come from the whole dose curve; as a rule, active = well fitted curve in the direction sought with a large enough effect; inconclusive = small, poorly fitted or top-dose-only effect, or another doubt; inactive = no such curve, though single readings can be large; an effect the other way counts as inactive or inconclusive.

SMILES | HTT aggregate | GAA glycogen | GAA inhib | LMNA splice mod | aGlu spleen mod | CBFb RUNX1 block | HTT ATP protect
CCOC(=O)C1=C(C(F)(F)F)Nc2ncnn2C1c1cc(OC)c(OC)cc1OC (centres undefined) | 26% | -1% | -13% | -4% | -11% | -4% | x
O=C(CN1CCN(Cc2ccc(F)cc2)C1=O)NC1CCCC1 | -3% | 0% | 7% | x | 4% | -1% | -13%
CN1CCN(C(=O)C2=C[C@H](c3coc4ccccc4c3=O)C[C@H](OCCCCO)O2)CC1 | 9%[9.22 µM] | 6% | x | x | 3% | 9% | 17%[10 µM]
NC(=O)c1nsc(C(=O)N(c2ccc(Cl)cc2)C(C(=O)NCC2CCCO2)c2cccs2)c1N (centres undefined) | 23%[9.22 µM] | -10% | u | u | -2% | -1% | 8%[10 µM]
O=C(COc1ccc(S(=O)(=O)NC2CCCC2)cc1)NCC1CCCO1 (centres undefined) | -9%[9.22 µM] | 26% | 8% | x | 4% | 1% | -2%[10 µM]
COc1ccc(NC(=O)C/C(C)=N/NC(=O)c2cnccn2)cc1 | -2% | 2% | 3% | 3%[46 µM] | 1% | -2% | -2%[10 µM]
CCOc1cc(NC(=S)NCC2CCCO2)c(OCC)cc1NC(=O)c1ccccc1F (centres undefined) | -18% | -16% | -5% | -5%[46 µM] | -2% | -21% | 1%[10 µM]
CC(C)CCCC(C)CCCC(C)CCCCC(C)CCCC(C)CCCC(C)C (centres undefined) | 2% | x | x | u | x | x | -29%
Cc1cc2oc(C(=O)Nc3ccc(S(N)(=O)=O)cc3)c(C)c2cc1Cl | 12%[9.22 µM] | 23% | 5% | x | -2% | -2% | -15%[10 µM]
O=C(c1nc2ccccn2c1CNCCCn1ncc2ccccc21)N1CCCC1 | -2% | 10% | -2% | x | -4% | 0% | -11%
NNC(=O)COc1cccc(Oc2ccccc2)c1 | -4% | 3% | -8% | 20%[46 µM] | 3% | 0% | -47%
CCCCOc1ccc(-c2[nH]ncc2C=O)cc1 | 10% | -5% | -2% | x | -5% | -4% | -36%[inhibitor]
C=CCn1c(-c2cc(Cl)ccc2OC)n[nH]c1=S | 1% | -13% | -4% | 5% | 1% | 6% | -10%
Cc1ccc(CC(CC(=O)O)C(=O)NCc2ccccc2)cc1 (centres undefined) | 9% | -5% | -5% | -15% | -10% | 0% | 8%[10 µM]
O=C(OCC(=O)N1CCCC1)c1cccs1 | 5% | 2% | 2% | 7% | -3% | 0% | -1%
CC(=O)Cn1c(=O)oc2ccccc21 | -3%[9.22 µM] | 1% | x | x | -5% | 9% | 5%[10 µM]
Brc1ccccc1CN1CCC(N2CCCCC2)CC1 | 7% | 1% | -8% | u | 0% | 1% | 9%
CC(Nc1c([N+](=O)[O-])c(=O)oc2ccccc12)C(Cl)c1ccccc1 (centres undefined) | u | 3% | -7% | u | 0% | -9% | -19%
COC(=O)c1ccc(Cl)c(NC(=O)CN(c2ccccc2)S(=O)(=O)c2ccc(OC)cc2)c1 | u | -9% | -12% | u | -9% | 4% | -66%[inhibitor][10 µM]
CCS(=O)(=O)N1Cc2ccccc2CC1C(=O)Nc1ccccc1OC (centres undefined) | -16%[9.22 µM] | 1% | x | x | -13% | 5% | -3%[10 µM]
O=C(NC1CCCCC1)NC1CCN(CC(=O)N2CCOCC2)CC1 | 2% | 6% | -1% | 5% | -2% | 4% | -7%[10 µM]
COc1cc(Nc2cc(C)nc3ncnn23)cc(OC)c1OC | 23% | 1% | -3% | -21% | -3% | 10% | -10%[10 µM]
O=C(CCN1CCCCC1)NNC(=S)NC(=O)c1ccc(Br)cc1 | -29% | u | -7% | x | x | -5% | -67%[inhibitor]
COc1ccc(-n2c(CCC(=O)O)ccc2-c2ccccc2)cc1 | 5%[9.22 µM] | 11% | 7% | -8%[46 µM] | 1% | -1% | -4%[10 µM]
NC(=O)CCCCC(N)=O | x | x | x | x | -1% | 4%[21.7 µM] | -9%
CC/C(=C\C(=O)c1ccncc1)Nc1ccc(O)cc1 | u | 45µM* | -8% | u | -8% | -8% | -15%
COc1ccc(/C(N)=N/OC(=O)c2ccco2)cc1OC | -10% | 0% | -2% | x | 2% | 4% | -68%[inhibitor]

Full records, quoted from the list. Order of values: HTT aggregate, GAA glycogen, GAA inhib, LMNA splice mod, aGlu spleen mod, CBFb RUNX1 block, HTT ATP protect
COc1cc(Nc2cc(C)nc3ncnn23)cc(OC)c1OC is listed as 23%, 1%, -3%, -21%, -3%, 10%, -10%[10 µM]
NC(=O)c1nsc(C(=O)N(c2ccc(Cl)cc2)C(C(=O)NCC2CCCO2)c2cccs2)c1N (centres undefined) is listed as 23%[9.22 µM], -10%, u, u, -2%, -1%, 8%[10 µM]

Some of these compounds in order of heavy-atom count, low to high:
SMILES | HTT aggregate | GAA glycogen | GAA inhib | LMNA splice mod | aGlu spleen mod | CBFb RUNX1 block | HTT ATP protect
CCCCOc1ccc(-c2[nH]ncc2C=O)cc1 | 10% | -5% | -2% | x | -5% | -4% | -36%[inhibitor]
NNC(=O)COc1cccc(Oc2ccccc2)c1 | -4% | 3% | -8% | 20%[46 µM] | 3% | 0% | -47%
Brc1ccccc1CN1CCC(N2CCCCC2)CC1 | 7% | 1% | -8% | u | 0% | 1% | 9%
Cc1ccc(CC(CC(=O)O)C(=O)NCc2ccccc2)cc1 (centres undefined) | 9% | -5% | -5% | -15% | -10% | 0% | 8%[10 µM]
Cc1cc2oc(C(=O)Nc3ccc(S(N)(=O)=O)cc3)c(C)c2cc1Cl | 12%[9.22 µM] | 23% | 5% | x | -2% | -2% | -15%[10 µM]
CCS(=O)(=O)N1Cc2ccccc2CC1C(=O)Nc1ccccc1OC (centres undefined) | -16%[9.22 µM] | 1% | x | x | -13% | 5% | -3%[10 µM]
O=C(c1nc2ccccn2c1CNCCCn1ncc2ccccc21)N1CCCC1 | -2% | 10% | -2% | x | -4% | 0% | -11%
